Source: PubChem
IP6K1 inhibitor: inhibitors of human IP6K1. activity change, % (series mostly up to about 58 µM). Q92551. AID 1645851. 140,000 compounds, 0.81% hits. IP6K1 kinase, ADP-Glo luminescence, 2 h; active compounds read low; in the data active = activity change below about -25%
Target sequence (Q92551 whole entry, looked up): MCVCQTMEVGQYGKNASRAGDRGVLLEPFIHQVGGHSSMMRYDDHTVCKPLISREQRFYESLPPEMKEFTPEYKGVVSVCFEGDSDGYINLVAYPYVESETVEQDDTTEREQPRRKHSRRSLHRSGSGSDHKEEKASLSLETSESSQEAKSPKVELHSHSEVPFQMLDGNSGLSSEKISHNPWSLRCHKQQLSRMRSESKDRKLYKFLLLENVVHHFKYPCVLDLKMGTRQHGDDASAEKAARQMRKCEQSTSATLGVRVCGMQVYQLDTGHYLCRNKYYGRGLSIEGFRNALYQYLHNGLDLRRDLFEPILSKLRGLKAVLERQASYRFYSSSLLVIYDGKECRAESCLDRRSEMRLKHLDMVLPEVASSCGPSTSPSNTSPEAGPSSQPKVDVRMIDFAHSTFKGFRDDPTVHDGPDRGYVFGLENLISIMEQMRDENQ
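ADP-Glo luminescence measures ADP made by human IP6K1 during a 2 h RT reaction with ATP/IP6 (mix at 1.3 mM/130 uM); top library doses 57.5 and 19.1 uM final.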
HEK cytotox: kills HEK 293 cells. Potency, µM (highest dose often 115 µM), inactives show at the highest dose activity change, negative = cytotoxicity, usual class: inhibitors. 94,000 compounds, 6.6% hits. HEK 293 viability, ATP luminescence (CellTiter-Glo), 48-72 h; note: potency is the fitted concentration of half-maximal effect; nearly all actives have a fitted effect of over 60% in size
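CellTiter-Glo luminescence (cellular ATP) was read after 48 or 72 hr of compound exposure at 37 degree Celsius. Cells were HEK 293 plated at 250 cells/well.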
GPT2 inh: blocks human glutamate pyruvate transaminase 2; AID 1671188; Recombinant GPT2, coupled pyruvate oxidase/HRP Amplex Red fluorescence; Q8TD30; 100,000 compounds, 0.25% hits; Potency, µM (highest dose often 57.7 µM), for inactives: at the highest dose activity change, negative = inhibition, actives largely listed as inhibitors; note: potency is the fitted concentration of half-maximal effect; nearly all actives have a fitted effect of over 60% in size; many of its hits are not listed in these tables
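GPT2 10ng/uL, a-KG 250uM, L-Ala 2mM, HEPES pH7.5 + 0.0001% Tween; 30 min RT. Then Amplex mix (PO/HRP/ThPP), 30 min RT dark, fluorescence. AOA 50uM used as positive control.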
SNCA viab count: counter-screen for SNCA expression inhibitors: cell viability | HEK-293-SNCA-luc viability, GF-AFC fluorescence, 24 h | Potency, µM (top dose mostly 57.1 µM), for the others: top-dose activity change, negative = cytotoxicity, hits mostly cytotoxic | 150,000 compounds, 0.12% hits | AID 1671193;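 note: potency is the fitted concentration of half-maximal effect; 0% = DMSO-treated cells and -100% = medium-only wells without cells; nearly all actives have a fitted effect of over 30% in size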
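Cytotoxicity counterscreen: after 24 h compound treatment of genome-edited SNCA-luciferase HEK-293 cells, live-cell protease substrate GF-AFC read by fluorescence after 30 min; activity scaled between DMSO (0%) and medium-only (-100%), curves Hill-fitted.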
SNCA expr inhib: SNCA gene expression inhibition | 140,000 compounds, 0.17% hits | HEK-293 SNCA-luciferase knock-in, luminescence, 24 h | Potency, µM (series often up to 57.2 µM), without a hit: at the top dose activity change, negative = inhibition, hits mostly inhibitors;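 note: potency is the fitted concentration of half-maximal effect; plate controls were DMSO cells for no effect and cell-free wells for full effect; nearly all actives have a fitted effect of over 45% in size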
FLuc inh: inhibitors of firefly (Photinus pyralis) luciferase | P08659 | 76,000 compounds, 2.5% hits | AID 1347043 | purified P. pyralis luciferase, luminescence, biochemical | Potency, µM (series often up to 115 µM), for the others: at the highest dose activity change, negative = inhibition, most hits filed as inhibitors; note: potency is the fitted concentration of half-maximal effect; nearly all actives have a fitted effect of over 65% in size
Target sequence (P08659 whole entry, looked up): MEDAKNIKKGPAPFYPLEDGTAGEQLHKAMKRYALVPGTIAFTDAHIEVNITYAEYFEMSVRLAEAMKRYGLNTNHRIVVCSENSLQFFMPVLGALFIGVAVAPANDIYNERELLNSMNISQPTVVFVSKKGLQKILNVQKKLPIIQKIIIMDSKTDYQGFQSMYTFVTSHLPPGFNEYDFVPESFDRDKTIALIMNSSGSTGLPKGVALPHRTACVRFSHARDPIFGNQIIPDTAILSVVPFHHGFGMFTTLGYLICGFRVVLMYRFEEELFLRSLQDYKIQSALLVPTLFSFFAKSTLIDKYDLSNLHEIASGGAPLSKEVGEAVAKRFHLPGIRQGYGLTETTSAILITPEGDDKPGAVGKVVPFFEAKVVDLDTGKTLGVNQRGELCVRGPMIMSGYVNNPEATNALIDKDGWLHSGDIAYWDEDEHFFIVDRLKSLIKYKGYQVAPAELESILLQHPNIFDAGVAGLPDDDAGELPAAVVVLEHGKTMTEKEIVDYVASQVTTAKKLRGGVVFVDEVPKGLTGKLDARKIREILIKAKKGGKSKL
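Purified P. pyralis luciferase (10nM final) in 50mM Tris acetate pH 7.5, 10mM Mg acetate, 0.01% Tween-20, 0.05% BSA with 10uM D-luciferin and 10uM ATP. Compounds titrated qHTS. Luminescence imaged on CCD.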
3T3 cytotox: kills NIH 3T3 cells. NIH 3T3 viability, CellTiter-Glo ATP luminescence, 48-72 h. Potency, µM (doses to about 96.7 µM), without a hit: at the highest dose activity change, negative = cytotoxicity, most hits filed as inhibitors. 94,000 compounds, 4.3% hits; note: potency is the fitted concentration of half-maximal effect; nearly all actives have a fitted effect of over 55% in size
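First NIH 3T3 cells are plated at 400 cells/well; next compound is pinned in; then plates incubate 48 or 72 hr at 37 °C; finally CellTiter-Glo is added and luminescence read after 10 min.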
An asterisk follows results filed as active; i = inactive; ? = inconclusive; . = not tested or not shown; [ ] = another dose, or the depositor's remark. Unless noted, calls come from the whole dose curve; as a rule, active = well fitted curve in the direction sought with a large enough effect; inconclusive = small, poorly fitted or top-dose-only effect, or another doubt; inactive = no such curve, though single readings can be large; an effect the other way counts as inactive or inconclusive. Unless noted, % is set by controls: 0 for no effect and ±100 for the full control effect. These rows are one share of the data (hit frequency here may not be typical).

The line under a structure holds: IP6K1 inhibitor	HEK cytotox	GPT2 inh	SNCA viab count	SNCA expr inhib	FLuc inh	3T3 cytotox
> Cc1cc(C)cc(-c2ccc(CN3CCCC3C(=O)N3CCCC(C)C3)cc2)c1 (centres undefined)
  -5	35µM*	i	-6%	12%	.	?
> CCC1(C(=O)NCCN2CCOCC2)CCCCC(=O)N1 (centres undefined)
  3	1%	i	-2%	0%	-1%	-25%
> CCCC1C=CCN1C(=O)c1cc(-c2ccncc2)nc2ccccc12 (centres undefined)
  7	?	?	?	?	-14%	?
> CCN(Cc1ccccc1)C(=O)Cn1c(=O)n(-c2ccc(F)c(Cl)c2)c(=O)c2sc3ccccc3c21
  19	.	.	?	28%	.	.
> CNC(=O)C1(N2CCC[C@H]2C(=O)N(C)CCN(C)C)CCC1
  -3	4%[172 µM]	i	11%[87.6 µM]	0%[87.6 µM]	0%[172 µM]	i
> CCN(CC)[C@H]1[C@@H]2OC[C@@H](O2)[C@@H](NC(=O)Nc2ccc(OC)cc2)[C@@H]1O
  0	4%[172 µM]	0%[88.5 µM]	-4%[87.6 µM]	-16%[87.6 µM]	0%[172 µM]	-1%[174 µM]
> O=C(NCC1CCCO1)c1csc(N2CCN(c3ccc(Cl)cc3)CC2)n1 (centres undefined)
  -5	35µM*	3%	?	?	1%	?
> CCOC(=O)c1c(S(=O)(=O)N2CCC(C(=O)NCc3cccc(C)c3)CC2)c(C)n(C)c1C
  18	.	.	7%	27%	.	.
> COc1ccc(OC)c(CCNC(=O)c2cnn(-c3ccccc3Cl)c2C2CCN(C(=O)OC(C)(C)C)CC2)c1
  2	.	.	-26%	?	.	.
> CC(=O)N1CCc2nc(C)nc(-c3ccc(Cl)cc3)c2CC1
  -12	-6%[172 µM]	i	5%[87.6 µM]	-4%[87.6 µM]	7%[172 µM]	-3%[138 µM]
> O=C(CCc1ccccc1)N1CC2CC(C1)[C@H]1CCCC(=O)N1C2 (some centres undefined)
  7	-10%	i	2%	-2%	-8%	-4%
> C[S+](=O)([O-])N1CCCC(c2nn(-c3ccc(F)cc3)c(=O)[nH]2)C1 (centres undefined)
  22	-9%	4%	-7%	-24%	4%	-14%
> O=C(CC1CCOC2(CCN(Cc3cccc(F)c3)CC2)C1)NC1CC1 (centres undefined)
  2	16%	-3%	-10%	-22%	8%	-6%
> CCCn1ncc(N2CCC(C(=O)N(CCCOC)Cc3ccc4c(c3)CCCN4CC)CC2)cc1=O
  -4	22µM*	10µM*	-23%	-5%	.	35µM*
> Cc1cccc(CN2CC[C@@H]3OCC(=O)N(Cc4ccccc4)[C@H]3CC2)c1
  -1	100µM*	-12%[88.5 µM]	1%[87.6 µM]	7%[87.6 µM]	-7%[172 µM]	100µM*
> Cc1cc(C)cc(OCC(=O)Nc2cccc3cccnc23)c1
  0	.	.	16%	72%[activator]	.	.
> O=C(c1ccc(F)cc1)N1CCN(Cc2ccccc2-c2cccnc2)CC1
  -1	?	5%	11%[12.5 µM]	-8%	.	?
> CCC(=O)N1CCc2c(C(=O)Nc3ccc(C)cc3)cccc21
  -10	-23%	3%	-5%	1%	-4%	-24%
> CSC(=N)N
  .	.	-5%	4%	34%[activator]	.	.
> Cc1ccc(CN2CCCn3nc(C(=O)NCc4ccc(OC(C)C)cc4)cc3C2=O)cc1
  -9	.	.	12%	-10%	.	.
> Cn1cccc1C(=O)NC1CCN(c2cc(-c3ccccc3)[nH]n2)CC1
  23	?	i	-1%	55%[activator]	-5%	?
> O=C1N(C2CCOCC2)CCCC12CCN(c1ccc(Cl)cn1)C2 (centres undefined)
  3	?	i	-5%	3%	10%	?
> Cc1ccc(S(=O)(=O)N2CCN(c3ccc4nnc(-c5ccccc5)n4n3)CC2)cc1
  15	-3%	.	.	.	.	?
> O=C(c1cc2c(s1)-c1ccccc1OC2)N1CCN(c2ccccc2F)CC1
  5	.	.	3%	34%[activator]	.	.
> Cc1nc(NCc2csc(-c3cnccn3)n2)cc(C2CC(O)C2)n1 (centres undefined)
  3	?	-6%	-11%	-9%	6%	?
> OC1CCC(NCc2ccc(-c3cnc4c(OCc5ccccc5)nccn34)cc2)CC1 (centres undefined)
  -15	50µM*	-2%[88.5 µM]	-10%[87.6 µM]	13%[87.6 µM]	-1%[172 µM]	22µM*
> Cc1noc(-c2ccc(-c3noc(-c4ccc(F)cc4)n3)cc2)n1
  -15	.	.	-3%	-1%	.	.
> CC(C)CCNC(=O)C(=O)Nc1c2c(nn1-c1ccccc1)CS(=O)(=O)C2
  -6	.	.	-19%	-6%	.	.
> CC(C)NC(=O)N1CCC2(CC1)CN(C(=O)Cc1c[nH]c3ccccc13)CCO2
  -6	i	-5%	-14%	23%	.	i
> Cc1nn(-c2ccccc2)c2c1C(C1CC1)N(C1CN(C(=O)c3cccc(Cl)c3)C1)C2=O (centres undefined)
  12	-23%	.	.	.	.	-28%

For reference, nine of the compounds above:
The line under a structure holds: IP6K1 inhibitor	HEK cytotox	GPT2 inh	SNCA viab count	SNCA expr inhib	FLuc inh	3T3 cytotox
> O=C(CC1CCOC2(CCN(Cc3cccc(F)c3)CC2)C1)NC1CC1 (centres undefined)
  2	16%	-3%	-10%	-22%	8%	-6%
> CCCn1ncc(N2CCC(C(=O)N(CCCOC)Cc3ccc4c(c3)CCCN4CC)CC2)cc1=O
  -4	22µM*	10µM*	-23%	-5%	.	35µM*
> Cc1cccc(CN2CC[C@@H]3OCC(=O)N(Cc4ccccc4)[C@H]3CC2)c1
  -1	100µM*	-12%[88.5 µM]	1%[87.6 µM]	7%[87.6 µM]	-7%[172 µM]	100µM*
> Cc1cc(C)cc(OCC(=O)Nc2cccc3cccnc23)c1
  0	.	.	16%	72%[activator]	.	.
> O=C(c1ccc(F)cc1)N1CCN(Cc2ccccc2-c2cccnc2)CC1
  -1	?	5%	11%[12.5 µM]	-8%	.	?
> CCC(=O)N1CCc2c(C(=O)Nc3ccc(C)cc3)cccc21
  -10	-23%	3%	-5%	1%	-4%	-24%
> CSC(=N)N
  .	.	-5%	4%	34%[activator]	.	.
> Cc1ccc(CN2CCCn3nc(C(=O)NCc4ccc(OC(C)C)cc4)cc3C2=O)cc1
  -9	.	.	12%	-10%	.	.
> Cn1cccc1C(=O)NC1CCN(c2cc(-c3ccccc3)[nH]n2)CC1
  23	?	i	-1%	55%[activator]	-5%	?

Next records:
The line under a structure holds: IP6K1 inhibitor	HEK cytotox	GPT2 inh	SNCA viab count	SNCA expr inhib	FLuc inh	3T3 cytotox
> CCCc1cc2c(N3CCN(C4=NCC(C)(C)S4)CC3)ncnc2s1
  13	.	3%	-22%	.	.	.
> Cc1ccc(NC(=O)c2ccc(NC(=O)N3CCSc4nc(C)cc(C)c43)cc2)c(Cl)c1
  1	.	.	0%	?	.	.
> O=C(NCC1CCCCC1)c1cn2cc(-c3cccc(C(F)(F)F)c3)sc2n1
  11	-3%	4%	2%	-6%	.	?
> CCOc1ccc(-c2nc(C3CC(=O)N(c4ccc(Cl)cc4)C3)no2)cc1OCC (centres undefined)
  9	12%	3%	-6%	14%	8%	i
> CNC(=O)[C@@H](c1ccc(Cl)cc1)N1CCC[C@H]1C(=O)NC(C)C
  2	-7%[172 µM]	-15%[88.5 µM]	0%[87.6 µM]	?	-2%[172 µM]	i
> Cc1cccc(-c2noc(CCCC(=O)N3CCC4(CC(=O)NC4=O)C3)n2)c1 (centres undefined)
  16	?	-20%	7%	-18%	-12%	-26%
> Cn1c(CN2CCOCC2)nnc1C1CCCN(S(=O)(=O)C2CC2)C1 (centres undefined)
  11	-5%	?	-3%	-4%	-10%	-12%
> O=C(Cn1ccn2nc(-c3ccccc3)c(CO)c2c1=O)Nc1ccc(F)cc1F
  18	?	i	-1%	-7%	0%	-17%
> CN(C)C(=O)C1CN(C(=O)c2cccc(Br)c2)CC12CCOCC2 (centres undefined)
  27	4%	-29%	3%	3%	-9%	3%
> CCn1ccnc1CN(C)C(=O)c1cc(COc2ccccc2F)[nH]n1
  2	i	-18%	4%	7%	1%	i
> O=C(Cc1ccsc1)N1CCC2(CC1)N=C(c1ccccc1)NO2
  1	?	i	2%	5%	-4%	-14%
> Cc1csc2nc(COC(=O)c3ccc(NC(=O)C(C)Oc4ccccc4)cc3)cc(=O)n12 (centres undefined)
  -13	.	.	-4%	-2%	.	.
> CCCSc1nc2sc3c(c2c(=O)n1-c1ccc(C)c(Cl)c1)CCN(C(C)=O)C3
  -11	.	.	6%	23%	.	.
> CCOC(CN1C(=O)[C@](CC(=O)Nc2ccc(C)cc2)(NC(=O)Nc2ccc(C)cc2)c2ccccc21)OCC
  .	.	-2%	-6%	-6%	.	.
> CCCCc1nn(CC(=O)N2CCCC2c2c(C)noc2C)c(=O)n1CC (centres undefined)
  0	1%	-24%	-3%	1%	0%	-7%
> OCC#Cc1ccc(CN2CCC3(CCNCC3)C2)cc1
  -13	0%	-9%	-10%	-5%	5%	-7%
> COc1cccc(CNC(=O)CCC(=O)N2CC3CCCN3c3ccccc32)c1 (centres undefined)
  18	.	.	8%	2%	.	.
> CC(C)Cc1ccc(C(C)C(=O)OCc2ccccn2)cc1 (centres undefined)
  32	.	-4%	-22%[23.9 µM]	-6%[25.6 µM]	.	.
> Cc1ccc(C(=O)n2nc(-c3ccco3)nc2NCc2cccs2)cc1
  5	.	.	-7%	44%[activator]	.	.
> O=C(NCC1CC1)c1nc2c(o1)CCN(Cc1cccc(O)c1)CC2
  0	?	i	5%[87.6 µM]	68%[activator][87.6 µM]	?	100µM*
> Cc1ccc(CNC(=O)CC2CCCN(c3cnn(C)c(=O)c3)C2)cc1 (centres undefined)
  -5	-15%	i	-2%	6%	-4%	-13%
> O=C(NCCc1ccc(Cl)cc1)c1nc2sccn2c1-c1cccnc1
  17	?	1%	6%	23%	.	-20%
> Cn1cccc1CN1CCCN(S(=O)(=O)c2ccccc2)CCC(=O)NCC1
  -6	-25%	i	5%	21%	8%	-10%
> COc1ccc(CNC(=O)c2noc(-c3ccc4c(c3)OCO4)n2)cc1
  -1	?	i	13%	100%[activator]	32µM*	?
